CHRM4 antagonist = CHRM4 antagonism in calcium assay; 360,000 compounds, 0.73% hits; inhibition, % at 3 µM; CHO-hM4 cells, ACh EC80, Fluo-8 calcium fluorescence; P08173;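 active = inhibition above its plate's cutoff, the mean inhibition of sample wells plus 3 SD, cut at about 27% in these data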;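 also: 0% = acetylcholine EC80 with DMSO and 100% = DMSO without agonist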
Target sequence (P08173 whole entry, looked up): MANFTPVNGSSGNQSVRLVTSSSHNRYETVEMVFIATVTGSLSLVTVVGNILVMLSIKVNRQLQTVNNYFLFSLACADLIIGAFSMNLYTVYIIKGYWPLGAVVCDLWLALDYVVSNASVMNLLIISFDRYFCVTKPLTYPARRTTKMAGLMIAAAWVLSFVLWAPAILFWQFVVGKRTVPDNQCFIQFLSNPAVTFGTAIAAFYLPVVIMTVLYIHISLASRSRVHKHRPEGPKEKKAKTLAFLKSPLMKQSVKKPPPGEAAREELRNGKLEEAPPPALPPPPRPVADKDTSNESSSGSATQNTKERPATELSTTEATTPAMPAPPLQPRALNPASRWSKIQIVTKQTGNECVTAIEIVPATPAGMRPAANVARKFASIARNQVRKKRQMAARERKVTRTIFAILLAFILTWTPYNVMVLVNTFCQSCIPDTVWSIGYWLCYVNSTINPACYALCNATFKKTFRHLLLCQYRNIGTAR
CHRM1 antagonist = blocks human M1 muscarinic receptor; AID 588852; CHO-K1 hM1, Fluo-8 calcium fluorescence, ACh EC80 antagonist; inhibition, % at 3 µM; 360,000 compounds, 1.3% hits;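 active = percent inhibition above its own plate's cutoff, namely the mean of that plate's compound wells plus 3 SD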;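 also: peak over basal fluorescence ratio during 140 s after agonist addition; 0% = ACh EC80 plus DMSO and 100% = DMSO alone without agonist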
M4 ag = agonists of human muscarinic M4 receptor (CHRM4); 360,000 compounds, 0.14% hits; P08173; activation, % at 3 µM; CHO-K1 hM4/Gqi5, Fluo-8 calcium fluorescence; vehicle 0%, full acetylcholine response 100%; AID 624127;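 active = activation above the run mean over all test wells plus 3 SD, cut at about 32% in these data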;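 also: peak over basal fluorescence ratio per well then scaled between controls; 0% = DMSO wells and 100% = acetylcholine at EC100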
CHO-K1 Ca antag = counter-screen for M1 antagonists: effect in parental CHO-K1 cells; ATP-induced calcium, Fluo-8 fluorescence; inhibition, % at 3 µM; 360,000 compounds, 0.6% hits;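 active = inhibition above a per-plate cutoff, the plate's mean sample inhibition plus 3 SD, cut at about 24% in these data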;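 also: 0% = DMSO plus EC80 ATP and 100% = DMSO alone without ATP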
OXTR potentiate = potentiators of human oxytocin receptor | activation, % at 3 µM | CHO-OTR cells, Fluo-8 calcium fluorescence, potentiator mode; 0% = oxytocin EC15, 100% = EC100 | 320,000 compounds, 0.061% hits | AID 2445 | P30559;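 active = activation above that plate's cutoff, the mean activation of tested compounds plus 3 SD, cut at about 6.6% in these data, passing the limit was not always enough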;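 also: 100% uses oxytocin at 75 nM as the full agonist control; some results filed as inactive read as strong as hits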
Target sequence (P30559 whole entry, looked up): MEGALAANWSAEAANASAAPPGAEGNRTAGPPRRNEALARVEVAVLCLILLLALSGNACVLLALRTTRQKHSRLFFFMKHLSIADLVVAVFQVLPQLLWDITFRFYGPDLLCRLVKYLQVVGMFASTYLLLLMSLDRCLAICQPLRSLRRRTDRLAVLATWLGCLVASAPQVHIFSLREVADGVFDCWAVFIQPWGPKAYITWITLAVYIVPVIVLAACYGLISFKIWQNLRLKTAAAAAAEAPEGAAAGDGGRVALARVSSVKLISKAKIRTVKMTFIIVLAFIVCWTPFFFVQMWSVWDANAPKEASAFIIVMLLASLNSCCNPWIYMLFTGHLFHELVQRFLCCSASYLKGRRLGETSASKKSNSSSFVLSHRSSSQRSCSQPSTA
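Material: human OTR in CHO cells. Compound: 3.0 µM, one dose. Timing: compound 6 min at room temperature before oxytocin, 100 s read. Evaluation: % activation of max/min ratio relative to oxytocin controls. Replication: single well per compound, singlicate. Signal: Fluo-8 calcium dye fluorescence.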
CHO-K1 Ca ag = M1 agonist counterscreen hit in parental CHO-K1 cells | 360,000 compounds, 0.48% hits | Fluo-8 calcium fluorescence; scaled to maximal ATP response, vehicle zero | AID 602248 | activation, % at 3 µM; in the data active = activation above about 15%;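 also: untransfected CHO-K1 host cells lacking M1 receptor as counterscreen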
CHO parental Ca = signal in parental CHO cells, OX1R antagonist counter-screen; 330,000 compounds, 0.63% hits; AID 463079; parental CHO-K1, ATP-induced calcium, Fluo-8 fluorescence; inhibition, % at 5.6 µM;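 active = inhibition above that plate's mean sample inhibition plus 3 SD, cut at about 26% in these data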;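 also: 0% = ATP-challenged DMSO wells and 100% = DMSO wells without ATP; some compounds past the cut are filed as inactive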
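Test system: parental CHO cells; detection: calcium-sensitive Fluo-8 fluorescence; evaluation: percent inhibition of calcium signal; also added: ATP as calcium-mobilizing challenge; repeats: one well per compound; control set: ATP-challenged DMSO wells low, unchallenged DMSO wells high; compound: single nominal dose of 5.6 µM per compound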
CHRM1 PAM = human CHRM1 positive allosteric modulation | P11229 | CHO-K1 hM1, Fluo-8 calcium fluorescence, ACh EC20; 0% = ACh EC20, 100% = maximal ACh | activation, % at 3 µM | 360,000 compounds, 0.088% hits | AID 588819; in the data active = activation above about 19%, passing the limit was not always enough
CHRM1 agonist = human M1 muscarinic receptor agonism. 360,000 compounds, 0.33% hits. activation, % at 3 µM. P11229. CHO-K1 hM1, Fluo-8 calcium fluorescence, agonist mode; 0% DMSO, 100% acetylcholine EC100;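 active = activation above the run's mean compound activation plus 3 SD, cut at about 16% in these data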;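 also: peak over basal fluorescence ratio within a 140 s kinetic read after compound addition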
* marks the source's active call; other numbers are inactive results; · = not tested or not shown.

Molecule,CHRM4 antagonist,CHRM1 antagonist,M4 ag,CHO-K1 Ca antag,OXTR potentiate,CHO-K1 Ca ag,CHO parental Ca,CHRM1 PAM,CHRM1 agonist
COc1nc(OC)nc(N2CCC(NC(=O)C(Cc3ccc(C(C)C)cc3)NC(C)=O)CC2)n1 (stereo not given),-5,-4,1,-6,-6,0.5,-28,2,-5
Nc1cc(=O)[nH]c(=O)n1CC1CC1,1,-4,1,-6,-5,0.3,-17,8,-3
CCOC(=O)CSc1nc(COc2ccccc2)nc2ccccc12,-9,-8,2,-10,-7,0.4,-18,-2,-4
CCCCn1c(-c2ccccc2)nc2c(=O)n(C)c(=O)[nH]c21,2,-9,0,4,-8,0.0,-2,9,-1
CCS(=O)c1ccccc1C(=O)OCC(=O)Nc1cccc(S(=O)(=O)N2CCCCC2)c1 (stereo not given),5,25,15,-1,-9,13,4,-15,0
O=C(Cc1ccccc1[N+](=O)[O-])NCCCc1ccccc1,-1,-6,0,13,-3,0.4,-18,4,4
O=C(NC1CCCC1)C(c1c[nH]c2ccccc12)N(C(=O)Cn1nnc(-c2ccc(Cl)cc2)n1)c1ccccc1 (stereo not given),-5,-9,0,-3,-11,0.3,-5,5,0
COc1ccc(N2CCN(C(=O)[C@@H]3CCCN3C3=NS(=O)(=O)c4ccccc43)CC2)cc1,3,0,1,-12,-5,0.2,-2,1,-5
C[C@@H]1CN([C@H](C)CO)C(=O)CCCn2nncc2CO[C@H]1CN(C)C(=O)c1ccncc1,-17,0,1,2,·,0.4,·,-1,2
O=C(NC(C(=O)N1CCCC1C(=O)O)=C1CCCCC1)c1ccccc1 (stereo not given),-1,-12,1,-17,-12,0.8,1,1,-4
O=C(c1csc2c1CCCC2)N1CCN(c2ncccn2)CC1,3,-6,2,-6,-2,0.3,-11,4,-1
COCCn1c(SCC(=O)NCCc2ccc(OC)c(OC)c2)nc2c([nH]c3ccccc32)c1=O,-24,-4,4,-6,1,0.9,-9,4,-3
Cc1ccc(C)c(S(=O)(=O)Nc2ccc(C(=O)NCCc3ccccn3)cc2)c1,-9,-7,2,-16,-10,0.9,-8,4,-4
Cc1ccccc1-c1noc(CNC(=O)c2ccco2)n1,16,-10,0,-14,3,0.8,-8,7,-6
Cc1c(C(=O)N(C)c2ccccc2Cl)cnn1-c1ccccc1,11,2,1,-9,-23,0.9,-1,-2,-9
CC(C)Cc1nnc(NC(=O)CSc2nc(-c3ccccc3)cc(=O)[nH]2)s1,1,-2,3,-3,-6,2.1,7,4,-2
Cc1cccc(C(=O)Nc2cccc3c2CCCC3)c1,0,-33,-1,0,-7,-0.1,-5,18,-7
CC(=O)Nc1ccc(OCC(=O)NCCc2ccccc2)cc1,4,3,0,-8,-15,0.8,-2,4,-6
O=C(COC(=O)c1cc([N+](=O)[O-])ccc1NCc1ccccc1)NC1CCCCC1,4,-10,0,-6,-4,0.0,-18,6,-1
CCCC(=O)NC(=S)Nc1ccccc1OC,5,0,0,5,4,-0.3,-11,3,-3
CCN(CC)CCCN1C(=O)C(O)=C(C(=O)c2ccc(C)o2)C1c1ccc(C)o1 (stereo not given),-6,0,1,-11,-8,0.9,-6,7,-8
COC(=O)c1ccc(N=NN2CCCCC2)cc1,12,7,-1,-9,-8,0.2,-9,-1,-3
CC1(c2ccc3ccccc3c2)NC(=O)N(CC(=O)N2CCN(Cc3ccc(C#N)cc3)CC2)C1=O (stereo not given),12,14,17,17,·,8.0,·,2,3
CC1CCc2c(sc(NC(=O)CCc3nc4ccccc4c(=O)[nH]3)c2C#N)C1 (stereo not given),-1,6,1,-11,-6,0.1,-9,4,-1
NC(=O)C1=C[C@H](c2ccc3c(c2)OCO3)C[C@H](OCc2ccc(CO)cc2)O1,7,14,2,-7,-2,0.6,-8,-6,-2
CCC(=O)N1CCc2cc(S(=O)(=O)CCC(=O)N(C)c3ccc(OC)cc3)ccc21,-6,0,1,-2,4,0.9,-23,1,0
C/C(=N\NC(=O)c1ccc(CN2CCOCC2)cc1)c1cccc([N+](=O)[O-])c1,-5,-1,2,-1,-10,0.0,-3,10,0
Cc1ccc(C)c(N2CCN(C(=O)C34CC5CC(C3)CC(n3nnc(C)n3)(C5)C4)CC2)c1,26,29,11,2,-15,15,-25,-14,-4
Cc1nn(-c2ccc(N3CCOCC3)nn2)c(C)c1CCC(=O)N1CCN(C)CC1,-6,-19,3,-23,1,0.2,-1,7,-1
N#Cc1ccccc1N=C1CCCN1Cc1ccccc1,-2,3,-1,-2,-16,-0.2,-2,-2,-6
C[C@@H](c1ccccc1)N1C[C@@H](COCc2ccccc2)Oc2cc(N3CC[C@H](N(C)C)C3)ccc2S1(=O)=O,-1,·,1,10,·,0.3,·,·,·
CSCC[C@H](NC(=O)NCCC1=CCCCC1)C(=O)O,12,0,0,5,-8,0.2,23,2,-3
Cc1cc(=O)[nH]c(N/N=C/c2ccc(C)o2)n1,4,-9,1,-11,-7,0.4,-10,7,-5
O=C(COC(=O)c1ccc(OC(F)F)cc1)NCCCN1CCCC1=O,16,-15,1,-1,-4,0.2,-10,8,-4
O=C(Nc1nnc(N2CCCCCC2)s1)c1cc(-c2ccc(Br)cc2)on1,-8,0,1,2,-4,-0.5,-11,-3,-3
O=C(NCCN1C(=O)S/C(=C\c2cccnc2)C1=O)C1CC(=O)N(Cc2ccco2)C1 (stereo not given),4,3,2,5,-2,0.5,3,-2,-5
CC(=O)NC1CC2CCCC(C1)N2S(=O)(=O)c1ccccc1 (stereo not given),9,1,1,-9,-9,0.0,-13,3,-2
COc1cc(F)c(C2=CC(=O)C[C@H](c3ccc(Cl)cc3)C2)cc1F,-6,-5,-1,-1,-6,0.1,-7,3,-6
CP(=O)(Nc1cc(Cl)ccc1Cl)c1nc2c(s1)CCCC2 (stereo not given),2,-12,1,11,-10,2.7,-24,7,-5
Cc1ccc(/C=C/C(=O)N2CCCN(C(=O)/C=C/c3ccc(C)cc3)CC2)cc1,0,-6,2,-4,1,-0.2,-30,9,-11
O=C1CC(=O)N(CCc2ccc(F)cc2)C(=O)N1,5,-17,0,6,-11,0.3,0,-5,0
CC(C)C[C@H]1COc2cccc(N(C)CCO)c2S(=O)(=O)N1,-6,·,2,-4,·,0.9,·,·,·
Cc1cc(C)n(-c2nnc(C)n2NC(=O)c2cccc(Cl)c2)n1,-3,-21,1,-8,-13,0.6,1,15,-2
COc1cccc(NC(=O)CSc2nnnn2C2CCCCC2)c1,-26,-3,5,-11,·,0.9,·,-1,-1
CCOC(=O)C1=C(c2ccccc2)Nc2ncnn2C1c1ccccn1 (stereo not given),2,7,0,2,-4,-0.4,3,1,-2
COC(=O)[C@@H]1C(c2c(OC)cc(OC)cc2OC)=NO[C@H]1C(=O)OC,5,0,-1,-18,-7,1.5,14,4,-2
CCC/C=C/c1ccc(CN2C(CC(C)C)C(=O)N(Cc3cn(CCOCOC)nn3)CCS2(=O)=O)cc1 (stereo not given),-10,11,1,-3,·,-0.3,·,-4,-2
CCCCNC(=O)C(=O)NC(C)CCc1ccccc1 (stereo not given),-2,0,-1,-8,-8,0.2,-3,-2,-4
CCOC(=O)c1sc(=S)n(CC)c1N,10,-9,0,-4,-10,0.8,-13,7,-4
C/C(=N\NC(=O)C(C)Oc1ccc([N+](=O)[O-])cc1)c1ccccn1 (stereo not given),3,2,1,-8,0,0.3,-6,-3,-3
CCC(Sc1nc2n[nH]c(C)c2c(=N)n1-c1cccc(Cl)c1)C(=O)NCCOC (stereo not given),-7,-18,6,-24,-11,1.8,-21,6,-2
Cc1nc2c(=O)[nH]c(=S)[nH]c2[nH]c1=O,-9,-10,0,-12,·,1.3,·,4,0
COc1ccccc1NC(=O)N1C2CCCC1CC(NC(=O)c1ccccc1)C2 (stereo not given),-13,-2,1,-6,-1,0.1,-6,4,-5
C(=N/n1c2ccccc2c2ccccc21)/c1ccco1,-2,-8,-1,-7,-14,-0.3,-35,-4,-3
CCOc1ccc2nc(N3CCC(C(=O)NCCCN4CCOCC4)CC3)sc2c1,5,4,1,-10,3,1.5,5,-5,-7
Cc1ccc(OCc2nnc(-c3ccc(Cl)cc3)o2)cc1,9,-11,0,11,-6,-0.5,-2,20,0
C[C@H](NC(=O)OCc1ccccc1)C(=O)NNC(=O)[C@H](Cc1ccccc1)NC(=O)OC(C)(C)C,8,6,1,-2,-14,0.1,0,-4,-7
COC(=O)C1=NNCC12CC(=O)N(c1ccc(Br)cc1)C2=O (stereo not given),8,5,2,-2,-15,0.6,-3,-1,-1
Cc1ccc(C(=O)N/N=C\c2ccc(-c3ccc(Cl)c(Cl)c3)o2)cn1,-3,-4,14,-2,-2,5.4,-17,1,-1

Only M4 ag (two entries from above):
| Molecule | M4 ag |
| --- | --- |
| O=C(Nc1nnc(N2CCCCCC2)s1)c1cc(-c2ccc(Br)cc2)on1 | 1 |
| O=C(NCCN1C(=O)S/C(=C\c2cccnc2)C1=O)C1CC(=O)N(Cc2ccco2)C1 (stereo not given) | 2 |

Compound activity from PubChem BioAssay.
